Lamin A splicing: qHTS Assay for Modulators of Lamin A Splicing; HeLa LMNA splicing GFP/RFP minigene ratio, 48 h; Potency, µM (top dose mostly 46.1 µM), inactives show at the highest dose ratio change, negative = inhibition, most hits filed as inhibitors; actives 0.01% (n = 200,000); AID 1487, 2009; active means well fitted inhibition curve with a large enough effect in the signal ratio, with a control signal flat, not every such curve was filed as active; inconclusive means small, poorly fitted or top-dose-only effect, or effect the other way, or a change in a side signal; the % refers to the signal ratio; further: potency means the concentration at half of the fitted maximal effect; on the % scale 0 is the no-effect control and ±100 the full control effect
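S3 HeLa stable clones carrying a lamin A-EGFP splicing minigene plus DsRed2 were seeded at 600 cells/well in Opti-MEM with 2% FBS, pin-dosed and incubated 48 h at 37°C. Acumen cytometry (488 nm) gave the GFP/RFP total-intensity ratio.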
IMPase Li inh: qHTS Assay for Identifying the Cell-Membrane Permeable IMPase Inhibitors: Potentiation with Lithium. actives 0.35% (n = 210,000). AID 1457, 2008. CHO-M1 cells, IP1 TR-FRET (IP-One), carbachol + lithium. Potency, µM (highest dose often 59.4 µM), for the others: at the top dose activity, negative = IMPase inhibition, most hits filed as inhibitors;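 further: IP1 builds up when IMPase is blocked and the TR-FRET signal falls; potency means the concentration at half of the fitted maximal effect; plate controls were basal vehicle for no effect and high inhibitor control for full effect; nearly all actives have a fitted effect of over 50% in size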
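Lithium-sensitised IP1 accumulation assay; M1-expressing CHO cells treated 30 min at 37C with compound. Competitive antibody detection by time-resolved FRET followed a 10 min room-temperature lysis step.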
CBFb RUNX1 block: qHTS Assay for Compounds Blocking the Interaction Between CBF-beta and RUNX1 for the Treatment of Acute Myeloid Leukemia. AlphaScreen CBFb-His/RUNX1-biotin binding, biochemical. 230,000 tested, under 10 active. Potency, µM (top dose mostly 59.8 µM), for the others: top-dose activity, negative = inhibition, usual class: inhibitors. AID 1477, 2009; further: % of control where 0% means no effect
Target sequence (Q01196 whole entry, looked up): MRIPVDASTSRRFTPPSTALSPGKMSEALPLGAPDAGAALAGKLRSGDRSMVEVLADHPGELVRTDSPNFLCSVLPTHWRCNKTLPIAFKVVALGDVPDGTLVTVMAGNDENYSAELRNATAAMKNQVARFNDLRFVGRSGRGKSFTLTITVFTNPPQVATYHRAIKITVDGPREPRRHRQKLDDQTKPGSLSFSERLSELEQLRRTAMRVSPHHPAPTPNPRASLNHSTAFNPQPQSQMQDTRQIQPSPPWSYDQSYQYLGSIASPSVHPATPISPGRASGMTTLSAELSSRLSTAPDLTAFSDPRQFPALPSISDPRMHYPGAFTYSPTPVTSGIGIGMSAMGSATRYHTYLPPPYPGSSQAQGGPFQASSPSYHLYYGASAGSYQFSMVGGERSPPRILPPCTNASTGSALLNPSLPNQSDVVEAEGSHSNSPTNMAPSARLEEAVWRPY
Target sequence (Q13951 whole entry, looked up): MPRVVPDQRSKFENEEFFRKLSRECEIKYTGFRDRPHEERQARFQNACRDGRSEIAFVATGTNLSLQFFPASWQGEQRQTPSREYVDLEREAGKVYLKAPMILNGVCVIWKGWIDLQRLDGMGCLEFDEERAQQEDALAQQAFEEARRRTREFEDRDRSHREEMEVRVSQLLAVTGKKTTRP
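Room-temperature protein-protein interaction test with 30 nM each of His-tagged CBF-beta and biotinylated RUNX1, 15 min with compound, then 90 min with nickel plus streptavidin beads. Signal read in AlphaScreen mode.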
Luc counter: Counterscreen for Luciferase (Kinase-Glo TM) Inhibition; Potency, µM (titrated, usually from 38.3 µM), for inactives: at the highest dose activity change, negative = inhibition, most hits filed as inhibitors; Kinase-Glo luciferase, ATP luminescence, 8 min; Luciferin 4-monooxygenase (Photuris pensylvanica), Q27757; actives 0.28% (n = 200,000); further: potency means the concentration at half of the fitted maximal effect; on the % scale 0 is the no-effect control and ±100 the full control effect; nearly all actives have a fitted effect of over 60% in size
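Substrate mix (final 50 mM imidazole pH 7.2, 50 mM KCl, 7 mM MgCl2, 10 uM ATP, 0.01% Tween 20, 0.05% BSA) plus pin-tool compound, then Kinase-Glo detection mix; 8 min ambient, luminescence read.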
NPSR antag: qHTS Assay for Antagonists of the Neuropeptide S Receptor: cAMP Signal Transduction | Q6W5P4 | AID 1461, 2008 | actives 1% (n = 220,000) | CHO-NPSR cells, cAMP TR-FRET, antagonist mode | Potency, µM (titrated, usually from 38.3 µM), inactives show top-dose activity change, negative = inhibition, actives largely listed as inhibitors; further: potency means the concentration at half of the fitted maximal effect; on the % scale 0 is the no-effect control and ±100 the full control effect; nearly all actives have a fitted effect of over 50% in size; many of its hits are not listed in these tables
Target sequence (Q6W5P4 whole entry, looked up): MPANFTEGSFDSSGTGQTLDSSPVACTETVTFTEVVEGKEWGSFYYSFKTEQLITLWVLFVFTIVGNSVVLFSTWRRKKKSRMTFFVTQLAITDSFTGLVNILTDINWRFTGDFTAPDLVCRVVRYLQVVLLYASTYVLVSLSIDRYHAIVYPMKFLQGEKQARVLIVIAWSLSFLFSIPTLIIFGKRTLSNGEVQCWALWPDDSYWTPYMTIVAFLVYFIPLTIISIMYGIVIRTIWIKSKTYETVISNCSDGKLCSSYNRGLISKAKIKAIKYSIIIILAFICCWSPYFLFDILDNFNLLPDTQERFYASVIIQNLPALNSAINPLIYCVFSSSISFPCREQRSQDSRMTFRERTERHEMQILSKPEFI
HttQ103 aggreg: qHTS Multiplex Assay to Identify Dual Action Probes in a Cell Model of Huntington: Aggregate Formation (GFP); PC12 HttQ103-GFP aggregates, Acumen cytometry, 40 h; Potency, µM (series often up to 46.1 µM), for the others: at the highest dose activity change, negative = inhibition, actives largely listed as inhibitors; actives 1.1% (n = 220,000); further: potency means the concentration at half of the fitted maximal effect; on the % scale 0 is the no-effect control and ±100 the full control effect; nearly all actives have a fitted effect of over 60% in size
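PC12/HTTQ103-GFP, ecdysone-inducible; teb 100 nM; cpd qHTS titration; GFP aggregates read on laser cytometer, Ex 488/Em 500-530 nm.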
Epigenetic derep: Quantitative High-Throughput Screen for Regulators of Epigenetic Control | murine LDR cells, GFP reporter derepression, 30 h | Potency, µM (highest dose often 53.9 µM), without a hit: at the top dose GFP activation, hits mostly activators | actives 0.2% (n = 280,000); further: potency means the concentration at half of the fitted maximal effect; % of control where 0% means no effect; nearly all actives have a fitted effect of over 60% in size
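Derepression of a silenced CMV-GFP reporter in murine LDR cells is scored by enumerating GFP-positive cells with a laser-scanning microplate cytometer after 30 hours of treatment at 37 C.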
An asterisk follows results filed as active; ? = inconclusive; nt = no result given; [ ] = dose if it differs, or a comment. Unless noted, the call rests on the fitted dose curve; in most records, active means well fitted curve in the direction sought with a large enough effect; inconclusive means small, poorly fitted or top-dose-only effect, or another doubt; inactive means no such curve, though single readings can be large; an effect the other way counts as inactive or inconclusive. This is a subset; the hit share may differ from the screen's.

SMILES	Lamin A splicing	IMPase Li inh	CBFb RUNX1 block	Luc counter	NPSR antag	HttQ103 aggreg	Epigenetic derep
C=CCN1C(c2ccccc2)=CS/C1=C(\C#N)c1nnc2n1CCCCC2	?	8%[38.3 µM]	-1%	1%	-21%[46.1 µM]	?	0.2%
COC(=O)c1[nH]c2ccc(Br)cc2c1NC(=O)Oc1ccccc1	11%	-3%[38.3 µM]	1%	-11%	-9%[46.1 µM]	-6%	-3.4%
O=C(CSc1nn(-c2ccc(F)cc2)c(=S)s1)NC1CCS(=O)(=O)C1 (configuration not stated)	1%[46 µM]	-8%	0%	2%	10%	3%	2.4%
Cc1c(Cl)cccc1NC(=O)Cn1nnc(C(=O)NCc2cccs2)c1N	-4%[46 µM]	3%	6%	3%	3%	?	-0.5%
CS(=O)(=O)N1CCCC(C(=O)Nc2ccc3c(c2)OCCO3)C1 (configuration not stated)	?	-1%	8%	-1%	25%	-11%	-4.2%
CCCn1c(N)c(C(=O)CSc2nnc(-c3ccco3)n2Cc2ccccc2)c(=O)[nH]c1=O	-5%	-13%[38.3 µM]	-5%	-4%	-17%[46.1 µM]	14%	1.8%
O=C(NCCc1cccs1)C1CC1	nt	nt	-3%	nt	-1%[7.67 µM]	-11%[9.22 µM]	-1.4%
O=C1Nc2ccccc2C1=Nc1ccc(S(=O)(=O)Nc2nccs2)cc1	-5%[46 µM]	6%	6%	-1%[7.66 µM]	-13%	-8%[9.22 µM]	3.2%
CCC1SC(CC)C(=O)N(CC(=O)Nc2ccc3c(c2)OCO3)C1=O (configuration not stated)	-12%	10%	6%	3%	3%	13%	0.0%
c1ccc(OCCCc2nc(-c3ccncc3)no2)cc1	-13%	22%[38.3 µM]	10%	2%	-3%[46.1 µM]	-6%	-2.1%
CCc1nc(SCc2ccc(F)cc2)n[nH]1	nt	-2%	1%	1%	11%	-24%	11%
CCC(C)(C)NC(=O)C(c1ccccn1)N(C(=O)c1csnn1)c1ccc(C)cc1 (configuration not stated)	nt	-1%	3%	-5%	0%	2%[9.22 µM]	2.5%
CCOc1ccc(C2C(C#N)=C(N)N(c3sc4c(c3C#N)CCCC4)C3=C2C(=O)CCC3)cc1 (configuration not stated)	3%	-7%[38.3 µM]	-2%	1%	?	-6%	-1.0%
CN(c1ccc(C(=O)N2CCN(c3ccc(F)cc3)CC2)cc1)S(C)(=O)=O	?	15%[38.3 µM]	10%	-2%	11%[46.1 µM]	1%	-1.0%
CCn1c(C(=O)N2CCCC(C(=O)O)C2)cc2sccc21 (configuration not stated)	-2%	0%	6%	-2%	-1%[46.1 µM]	0%	0.0%
Cc1nnsc1-c1c(C(=O)N2CCOCC2)c(C)nn1-c1ccc(Cl)cc1	nt	nt	5%	nt	12%[7.67 µM]	10%[9.22 µM]	3.8%
c1ccc(-c2ccccc2OCCCCN2CCCCC2)cc1	2%	4%	3%	3%	18%	-23%	0.0%
CN1CC(=O)N(CC(=O)Nc2cccc(S(=O)(=O)N3CCOCC3)c2)C1=O	-1%[46 µM]	0%	-2%	0%	9%	3%	2.1%
CC(C)CCNC(=S)Nc1ccc(Br)cc1	?	3%	12%	5%	-38%	-21%	0.1%
CCOC(=O)C1CCN(C(=S)NC2CCCC2)CC1	5%[46 µM]	8%	9%	-2%	7%	10%	-0.4%
O=C(Oc1ccc(-c2cnc3ccccc3n2)cc1)c1cc([N+](=O)[O-])ccc1Cl	?	-25%[38.3 µM]	-11%	-2%	6%[46.1 µM]	-1%	0.0%
CC(=O)c1ccc2c3c(cccc13)CC2	-1%	-11%	14%	3%	1%[46.1 µM]	-19%	-0.9%
Cc1noc(C)c1S(=O)(=O)Nc1cc(C(F)(F)F)ccc1N1CCOCC1	nt	nt	9%	nt	9%	7%[9.22 µM]	0.5%
Cc1noc(C)c1CSc1nnc(-c2ccccc2F)n1CCc1ccccc1	-7%	4%[38.3 µM]	5%	-1%	-15%[46.1 µM]	4%	-0.9%
COc1ccc(NC(=O)Cn2c(-c3ccc(OC)cc3)cn(-c3ccc(C)cc3)c2=O)cc1	-14%	22%[38.3 µM]	-16%	-4%	-30%[46.1 µM]	-32%	-1.5%
COc1ccc([N+](=O)[O-])cc1N/C(=N/S(=O)(=O)c1ccccc1)c1ccccc1	-15%[46 µM]	13%	-18%	1%	-29%	-2%	-0.2%
Cn1cnnc1Sc1ccc(CN2CCN(C3CCCC3)C(CCO)C2)o1 (configuration not stated)	nt	nt	2%	nt	-16%	-11%	-0.9%
CCn1cc(Cl)c(C(=O)N2N=C(c3ccc4ccccc4c3)CC2c2ccccc2O)n1 (configuration not stated)	-8%	-5%	-4%	-1%	-25%	13%	-0.1%
CCCCC(CC)C(=O)NCc1ccccc1OC (configuration not stated)	-2%	6%[38.3 µM]	3%	-5%	-10%[46.1 µM]	0%	-0.9%
Cc1nc2ccccc2c(=O)n1NC(=O)c1ccccc1Cl	2%	5%[38.3 µM]	3%	-1%	-5%[46.1 µM]	2%	-1.1%
CCCNC(=O)CSc1nc(COc2ccccc2)nc2ccccc12	-5%[46 µM]	4%	-3%	-3%	?	8%[9.22 µM]	0.2%
CCCNC(=O)NC(=O)CSc1nc2cc(C(=O)OC)ccc2c(=O)n1-c1ccccc1	-2%	23%[38.3 µM]	3%	-2%	-1%[46.1 µM]	-3%	0.0%
Brc1ccc(-c2noc(CCc3ccccc3)n2)o1	-2%	-6%[38.3 µM]	9%	3%	-11%[46.1 µM]	4%	2.7%
COc1ccc2c(-c3ccccc3)cc(SCC(N)=O)nc2c1	nt	nt	-2%	nt	-11%	-31%[9.22 µM]	?
N#CC1=C2Sc3ccccc3N2CCCC1=O	-2%	-6%[38.3 µM]	-3%	-4%	5%[46.1 µM]	1%	6.2%
Cc1ccc(S(=O)(=O)N/N=C/c2ccc(O)c(O)c2)cc1[N+](=O)[O-]	-22%[46 µM]	8%	4%	0%	16%	-17%	-1.4%
CCOCCCNC(=O)C(c1ccccc1)N(Cc1ccc2c(c1)OCO2)C(=O)c1ccccc1O (configuration not stated)	nt	5%	3%	nt	-29%	-1%	2.5%
O=Cc1c(-c2ccc(F)cc2)nc2ccccn12	nt	-19%	11%	-5%	3%	-6%	0.0%
COP(=O)(OC)OC(c1ccc(Cl)cc1)P(=O)(OC)OC (configuration not stated)	nt	-6%	11%	-1%	nt	-16%	1.4%
COC1=C(Nc2ccc(O)cc2)C(=O)c2ccccc2C1=O	?	40%[activator]	?	-17%	-33%	15%	-0.9%
Cc1ccc(C(O)(COC(=O)C(C)C)COC(=O)C(C)C)c(O)c1	nt	8%	5%	nt	-18%	10%[9.22 µM]	0.0%
O=[N+]([O-])c1ccc(COn2nnc3ccccc32)cc1	0%[46 µM]	22%	-2%	-1%	-2%	12%	-1.4%
CCn1c(=O)n(CC)c2cc(S(=O)(=O)Nc3ccccc3C)c(C)cc21	-16%	33%[38.3 µM]	3%	5%	?	?	1.1%
CCn1c(C(=O)NCCCN2CCc3ccccc3C2)cc2sccc21	-5%	58%[activator][38.3 µM]	2%	3%	-11%[46.1 µM]	20%	-9.7%
COc1ccc(N2CCN(C(CNS(=O)(=O)c3ccc4c(c3)OCCO4)c3ccco3)CC2)cc1 (configuration not stated)	?	3%	-16%	-1%	-28%[46.1 µM]	?	1.1%
C/C=C/CSc1nc2c(c(=O)[nH]c(=O)n2C)n1CCC	14%	-2%[38.3 µM]	3%	-2%	-20%[46.1 µM]	10%	1.2%
Clc1cccc(-c2nc(NCCN3CCOCC3)c3ccccc3n2)c1	?	5%	-2%	4%	-26%	-9%	1.3%
CN(C)c1nc(N)nc(CSc2ncc(Cl)cc2Cl)n1	7%	25%[38.3 µM]	4%	-3%	-16%[46.1 µM]	6%	-2.0%
O=C(O)c1ccc(N2C(=O)CSC2c2cccc([N+](=O)[O-])c2)cc1 (configuration not stated)	0%[46 µM]	-8%	-2%	2%	8%	-7%	-4.4%
CN1CCN(CC(=O)N(Cc2c(C#N)c3ccccc3n2C)c2ccccc2)CC1	-7%	23%[38.3 µM]	1%	-3%	-13%[46.1 µM]	9%	-1.1%
Cc1cc(C(=O)COC(=O)c2ccc(N)c([N+](=O)[O-])c2)c(C)n1-c1ccc2c(c1)OCO2	?	8%	?	-1%	8%	-23%	0.0%

Compounds listed so far that contain an aryl thioether with sulfur outside any ring (10):
SMILES	Lamin A splicing	IMPase Li inh	CBFb RUNX1 block	Luc counter	NPSR antag	HttQ103 aggreg	Epigenetic derep
O=C(CSc1nn(-c2ccc(F)cc2)c(=S)s1)NC1CCS(=O)(=O)C1 (configuration not stated)	1%[46 µM]	-8%	0%	2%	10%	3%	2.4%
CCCn1c(N)c(C(=O)CSc2nnc(-c3ccco3)n2Cc2ccccc2)c(=O)[nH]c1=O	-5%	-13%[38.3 µM]	-5%	-4%	-17%[46.1 µM]	14%	1.8%
CCc1nc(SCc2ccc(F)cc2)n[nH]1	nt	-2%	1%	1%	11%	-24%	11%
Cc1noc(C)c1CSc1nnc(-c2ccccc2F)n1CCc1ccccc1	-7%	4%[38.3 µM]	5%	-1%	-15%[46.1 µM]	4%	-0.9%
Cn1cnnc1Sc1ccc(CN2CCN(C3CCCC3)C(CCO)C2)o1 (configuration not stated)	nt	nt	2%	nt	-16%	-11%	-0.9%
CCCNC(=O)CSc1nc(COc2ccccc2)nc2ccccc12	-5%[46 µM]	4%	-3%	-3%	?	8%[9.22 µM]	0.2%
CCCNC(=O)NC(=O)CSc1nc2cc(C(=O)OC)ccc2c(=O)n1-c1ccccc1	-2%	23%[38.3 µM]	3%	-2%	-1%[46.1 µM]	-3%	0.0%
COc1ccc2c(-c3ccccc3)cc(SCC(N)=O)nc2c1	nt	nt	-2%	nt	-11%	-31%[9.22 µM]	?
C/C=C/CSc1nc2c(c(=O)[nH]c(=O)n2C)n1CCC	14%	-2%[38.3 µM]	3%	-2%	-20%[46.1 µM]	10%	1.2%
CN(C)c1nc(N)nc(CSc2ncc(Cl)cc2Cl)n1	7%	25%[38.3 µM]	4%	-3%	-16%[46.1 µM]	6%	-2.0%

From PubChem BioAssay
